MT stabilize HCS – stabilizes microtubules in HeLa cells | 0.83% of 200,000 active | HeLa tubulin immunostaining HCS, 24 h; share of cells brighter than vehicle mean+2SD | AID 2205 | % tubulin-high responders, % at 10 µM;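 active = plate Z-score above 3 for both tubulin-high and condensed-nucleus cell shares, with cell loss under 80%, at 10 µM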;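 also: anti alpha tubulin signal scored within the nucleus-defined area of each cell; some results filed as inactive read as strong as hits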
ER stress rescue – protection against thapsigargin-triggered cell killing – 384-well, CSM14.1, ATP luminescence, primary screen (AID 1222); 190,000 tested, under 10 active; cellular ATP content (survival), % at 20 µM; hits with a dose series show EC50 in µM; CSM14.1 thapsigargin-induced death rescue, ATP luminescence; higher % means a stronger effect;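 active = EC50 below 50 µM in the dose-response confirmation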;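 also: death triggered by thapsigargin at about 15 µM added after 2 h compound pretreatment; cell ATP read after overnight thapsigargin exposure of roughly 18 to 22 hours; normalized against plate controls of thapsigargin alone and 5% DMSO vehicle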
Insulin prom up – MIN6 insulin promoter up-regulation; z-score at 5 µM; MIN6 insulin promoter-GFP reporter, high-content imaging; active compounds read high; 0.3% of 190,000 active;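 active = z-score above 3 at 5 µM with at least 500 cells counted in the well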
Hep lipid drop – modulators of hepatic lipid droplet formation. AID 1656. 0.4% of 240,000 active. AML12 mouse hepatocytes, oleate lipid droplets, BODIPY imaging. inhibition, % at 6.5 µM;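 active = lipid droplet intensity inhibited by at least 50%, with more than 500 cells counted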
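material = mouse AML12 hepatocyte cell line, fixed after treatment | also added = 100 µM oleic acid challenge | doses = compound at 6.5 µM only | schedule = overnight exposure | technique = Image-based BODIPY and DAPI two-channel analysis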
b-catenin transl – beta-catenin nuclear translocation modulation; HeLa beta-catenin nuclear translocation, immunofluorescence imaging; nuclear translocation activity, % at 5 µM; 0.3% of 190,000 active; AID 1665;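 active = nuclear translocation activity above 50% at 5 µM, with a well cell count of 50 or more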;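 also: per-cell ratio of nuclear to cytoplasmic median beta-catenin stain intensity; plate controls were DMSO negative control for no effect and GSK-3 inhibitor IX positive control for full effect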
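assay system = human HeLa cells, endogenous beta-catenin | times = compound treatment 24 h, 37°C, 5% CO2 | detection = Anti-beta-catenin immunofluorescence on PFA-fixed, Triton-permeabilized cells, DAPI nuclei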
Autophagy mod – alters autophagy in cells; AID 463193; 0.98% of 190,000 active; calls only at 10 µM (by protocol); MEF GFP-LC3 puncta imaging; test concentration mostly 10 µM;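 active = percentage of spot-positive cells more than 3 SD above its plate mean, without a fluorescence outlier flag or 80% toxicity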;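 also: spot-positive cell cutoff set from DMSO-treated cells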
XIAP displacement – XIAP antagonists, biochemical, IAP family, fluorescence polarization (AID 1018); XIAP BIR domain, fluorescence polarization peptide displacement; higher % means a stronger effect; 0.007% of 200,000 active; displacement, % at 20 µM, or IC50 in µM where a hit was titrated; in the data active = displacement above about 50%; also: a part of the inactive calls stands beside numbers as strong as those of hits
WT yeast gro inh – growth inhibition of WT yeast, mitochondrial fusion screen; mitochondrial fusion phenotypic screen, WT strain; inhibition, % at 10 µM; 2.1% of 190,000 active; AID 1362; in the data active = inhibition above about 58%; tested in S. cerevisiae
Dynein cargo inh – dynein cargo transport inhibition; 3617.4 mouse cells, GR-EGFP nuclear translocation imaging; test concentration mostly 20 µM; stimulated with dexamethasone, 1 µM; active compounds read low; z-score, hits read low; 0.47% of 220,000 active;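 active = plate z-score of nuclear minus cytoplasmic receptor signal below a set negative limit, without overly bright fluorescence or cell loss, cut at about -3.5 in these data, passing the limit was not always enough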;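 also: z-score of nuclear minus cytoplasmic ring GR-EGFP intensity difference per well; some compounds called inactive have numbers as strong as hits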
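Schedule: 48 h induction, then 1 h compound, then 30 min agonist, 37 °C. Buffer or medium: tetracycline-free induction medium containing charcoal-stripped FBS. Reagent: 1.0 µM final dexamethasone stimulus. Evaluation: nuclear versus cytoplasmic GR-EGFP signal, averaged per well. Signal: high-content fluorescence imaging after fixation.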
WT yeast gro inh mutant strain – second read-out of WT yeast gro inh, no call of its own (marks repeat the call); inhibition, %; mitochondrial fusion phenotypic screen, mutant strain inhibition
Dynein cargo inh cytoplasmic EGFP – also measured in Dynein cargo inh; calls as there; z-score; measured here: cytoplasmic GR-EGFP intensity; active compounds read high
Dynein cargo inh nuclear GR-EGFP – second read-out of Dynein cargo inh, no call of its own (marks repeat the call); z-score; measured here: nuclear GR-EGFP intensity;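 lower value marks the stronger effect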
Dynein cargo inh cell count – further read-out of Dynein cargo inh, marked with its call; z-score; measured here: cell count per field
Insulin prom up cell count – also measured in Insulin prom up; calls as there; cell count; measured here: cytotoxicity, nuclei count;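 total cells summed across four imaged fields per well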
Hep lipid drop cells 6.5 µM – second read-out of Hep lipid drop, no call of its own (marks repeat the call); cell count; measured here: cell count, cytotoxicity flag;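 cells counted across two imaged fields per well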
b-catenin transl cell count 5 µM – recorded beside b-catenin transl, whose call it bears; cell count; measured here: cell count, cytotoxicity flag
MT stabilize HCS Hoechst-high % – also measured in MT stabilize HCS; calls as there; % Hoechst-high responders; measured here: nuclear condensation Hoechst responders;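 share of cells brighter than vehicle mean plus two SD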
MT stabilize HCS cytotoxicity % – further read-out of MT stabilize HCS, marked with its call; toxicity, %; measured here: cytotoxicity by cell density;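 0% = mean cell density of plate MIN control wells and 100% = no cells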
Autophagy mod cell loss 18 h – second read-out of Autophagy mod, no call of its own (marks repeat the call); toxicity, %; measured here: cell loss, nuclei count;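 cell loss after 18 h compound exposure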
An asterisk follows results filed as active; i = inactive; nt = not tested or not shown.

SMILES	MT stabilize HCS	MT stabilize HCS Hoechst-high %	MT stabilize HCS cytotoxicity %	ER stress rescue	Insulin prom up	Insulin prom up cell count	Hep lipid drop	Hep lipid drop cells 6.5 µM	b-catenin transl	b-catenin transl cell count 5 µM	Autophagy mod	Autophagy mod cell loss 18 h	XIAP displacement	WT yeast gro inh	WT yeast gro inh mutant strain	Dynein cargo inh	Dynein cargo inh cytoplasmic EGFP	Dynein cargo inh nuclear GR-EGFP	Dynein cargo inh cell count
CCOC(=O)c1c(C)nc(-c2ccccc2)nc1NC(C)=O	2.0	2.8	11	-0.6%	1.3	1233	nt	nt	0.5	909	i	-18	-4.9%	0	-6	0.0015	-0.19	-0.011	-0.12
CC1CC(C)CN(C(=O)Cn2c(=O)n(CCCCC(=O)NCc3ccco3)c(=O)c3ccccc32)C1 (stereo not drawn)	3.0	4.0	6.2	1.6%	0.23	1231	10	703	0.6	1016	i	5	-1.4%	-10	0	-0.49	-0.2	-0.076	0.27
COc1ccccc1OCCC(=O)OCC(=O)Nc1ccc(Br)cc1F	1.7	1.5	1.8	0.3%	-0.1	1477	2	721	-1.8	1058	i	-10	-0.3%	13	15	-0.23	-0.16	-0.17	-0.76
COc1cc(CNC2CCCCCC2)cc(OC)c1OC	3.3	1.6	7.2	0.4%	-0.36	1206	8	759	3.6	1186	i	-13	-12%	9	-2	-0.13	-0.18	-0.24	0.43
COc1ccc(CN2CCNC(=O)C2CC(=O)N2CCc3ccccc3C2)c(OC)c1 (stereo not drawn)	3.2	1.4	13	1.6%	0.05	1448	-5	695	-2.4	1119	i	-17	-5.4%	-9	-18	0.22	-0.22	0.13	-0.31
NC(=O)C1(N2CCCCC2)CCN(C(=O)NC2CCCCC2)CC1	2.1	2.9	4.4	-1.8%	-0.05	1596	nt	nt	0.9	1402	i	-13	-3.0%	-25	11	-0.27	-0.21	0.037	0.33
O=C(OCc1nnc(-c2ccccc2)o1)c1ccc(CO)cc1	4.0	1.9	14	-0.5%	-0.01	1319	-4	709	0.1	1036	i	-5	1.3%	-8	-4	0.16	-0.35	0.034	0.16
O=C1C2Sc3[nH]c(=O)sc3C(c3ccccc3)C2C(=O)N1c1ccccc1 (stereo not drawn)	2.2	1.5	9.4	-1.1%	0.51	1518	nt	nt	-4.5	1374	i	-2	-4.7%	-13	-35	0.067	-0.11	-0.59	0.023
Cn1c(=S)oc2ccccc21	nt	nt	nt	nt	0.1	1411	4	706	-2.4	1089	nt	nt	nt	nt	nt	-0.81	0.48	-0.32	0.31
COc1ccc(-c2nnn(CC(=O)N3CCN(c4ccccc4OC)CC3)n2)cc1OC	1.6	0.7	1.2	0.5%	2.1	1553	13	716	-0.5	897	i	6	-7.8%	14	15	0.58	-0.12	0.42	0.43
CC(C(=O)O)N1C(=O)/C(=C/C=C/c2ccco2)SC1=S (stereo not drawn)	1.8	1.0	0.5	-0.9%	-0.53	1613	nt	nt	-1.3	1322	i	26	-4.8%	-5	-9	0.56	-0.041	0.54	-0.98
CCN(CC)S(=O)(=O)c1ccc(N/N=C/c2cc(OC)ccc2O)nc1	1.1	0.5	22	0.9%	-0.69	1403	nt	nt	-3.2	602	i	8	-4.0%	9	7	0.76	-0.13	0.13	-1.5
CC1(C)CC(=O)C2=C(C1)OC1=C(C(=O)CC(C)(C)C1)C2(C)C	3.1	1.7	2.7	-0.2%	0.15	1395	-5	652	-4.6	1121	i	-17	-4.5%	1	7	2.3	-0.2	1.6	-1.5
Cc1cc(=O)[nH]c2nnnn12	nt	nt	nt	nt	0.42	1428	0	734	-1.2	1082	nt	nt	nt	nt	nt	0.7	-0.26	0.27	0.075
COc1ccc(N=NC2=C(O)CC(C)(C)CC2=O)c(OC)c1	2.0	1.7	4.3	-1.9%	0.24	1164	-6	679	-0.6	1265	i	6	-3.6%	-5	5	1	-0.2	0.89	-1.2
Cc1c(-c2csc(N)n2)cnn1C	2.1	1.5	0.1	nt	0.57	1245	2	711	-2.2	1036	i	-4	-7.1%	-1	-26	1.7	0.072	1.7	-2.2
CSc1nsc(/C=C/Nc2ccc(F)cc2F)c1C#N	2.1	2.0	8.5	-2.2%	0.24	1558	-8	688	-3.8	1047	i	-22	-1.7%	24	16	-1.2	0.89	-0.39	0.63
O=c1c[n+]([O-])c2ccccc2n1OCc1ccccn1	1.6	0.7	5.5	1.8%	0.85	823	3	776	-0.7	1265	i	8	-13%	4	5	-0.86	-0.071	-0.47	0.85
O=C(Cc1ccc(Cl)cc1)NNC1CC(=O)N(c2ccc3ccccc3c2)C1=O (stereo not drawn)	nt	nt	nt	nt	-0.23	1001	-6	670	-0.6	1355	nt	nt	nt	nt	nt	-0.64	-0.19	0.27	-0.9
Cc1occc1C(=O)NNC(=O)Nc1ccc([N+](=O)[O-])cc1	2.1	2.8	4.8	1.0%	-0.05	1236	-2	736	0.5	1095	i	-1	-7.2%	3	13	0.15	-0.29	0.3	-0.48
CSc1nnc2c(n1)OC=Nc1ccccc1-2	2.6	1.2	4.0	2.1%	nt	nt	2	746	-1.6	516	i	4	5.5%	-5	1	-1	-0.011	-0.87	-0.47
O=C(COC(=O)c1cccs1)Nc1ccc(S(=O)(=O)N2CCOCC2)cc1	3.3	3.1	8.1	-2.4%	-0.61	1422	-1	674	-0.2	1071	i	14	-4.2%	1	12	0.17	-0.22	0.38	-0.69
CCN(CC)S(=O)(=O)c1ccc(NC(=O)c2cccc3c2C(=O)N(CCOC)C3)cc1	2.9	2.5	5.1	2.2%	0.41	1159	10	668	-0.8	1151	i	3	-4.8%	2	9	-0.26	-0.24	0.023	0.58
CCc1nc(NCCC(C)C)c(C#N)c2c1CCCC2	2.0	1.3	6.2	-0.2%	0.19	843	3	834	nt	nt	i	-12	-4.0%	7	14	-1.1	-0.25	-0.36	0.59
CCOCCCNC(=O)CSCc1nc(-c2ccc(SC)cc2)oc1C	3.9	0.9	6.2	-0.4%	0.72	1222	-3	751	-0.9	1081	i	-33	-9.7%	-1	1	2.1	-0.061	1.2	-1
CCC(=O)Nc1nc(C)cc(SCC(=O)OC)n1	2.4	1.5	6.1	-3.7%	0.41	1277	0	747	-4.2	1222	i	2	-2.5%	-6	-11	-0.82	-0.23	-0.29	0.97
CC1=NNC(=O)/C1=C\c1cn(-c2ccccc2)nc1-c1ccc(F)cc1	22*	5.6*	51*	-2.6%	-1.3	1541	25	646	5.0	620	i	-33	-5.6%	90*	79*	-1.5	2.6	-0.45	-0.66
O=C(c1ccccc1)N(Cc1ccco1)C1CCS(=O)(=O)C1 (stereo not drawn)	2.0	1.8	8.3	-0.8%	-1.3	1617	nt	nt	-1.1	1273	i	7	-2.4%	13	26	0.28	-0.2	-0.75	0.041
O=S(=O)(c1ccc(F)cc1)N1CCN(c2ccccn2)CC1	4.2	1.0	3.6	-0.5%	0	1659	-7	639	-0.2	1053	i	15	-2.5%	6	0	2.1	-0.21	1.5	-1.3
CNNC(=S)Nc1cccc(SC)c1	nt	nt	nt	nt	-0.1	1314	-59	712	0.8	1296	nt	nt	nt	nt	nt	-0.34	-0.24	-0.28	0.6
Cn1c(=O)c2cc(S(=O)(=O)Nc3cc(C(=O)O)cc(C(=O)O)c3)ccc2n(C)c1=O	3.6	2.6	7.8	-6.7%	0.53	1232	-10	670	-0.6	1130	i	-47	-7.7%	-2	9	-0.51	-0.3	-0.25	0.65
O=C(CNC(=O)c1ccccc1)NCC(=O)OCC(=O)c1ccccc1	1.7	2.3	11	-1.2%	-0.32	1242	12	685	-2.2	1018	i	20	-4.8%	-13	-7	-0.54	-0.34	-0.54	0.71
O=C(COC(=O)c1ccccn1)Nc1cccc2ccccc12	2.0	1.6	12	-0.8%	0.62	1210	12	660	-2.5	1110	i	7	-2.9%	-8	-16	-0.24	-0.17	-0.35	0.16
COc1ccc(C(CC(=O)NC(C)(C)C)n2cccc2)cc1 (stereo not drawn)	3.4	2.2	14	-0.6%	0.2	1595	nt	nt	-1.9	1057	i	-32	-5.2%	-7	-13	5.1	0.54	4.7	-4.1
CCC(C)[C@H](NC(=O)NCc1ccccc1Cl)C(=O)OC (stereo partly drawn)	7.6	1.9	15	-2.9%	1.4	1176	nt	nt	2.4	773	i	39	-2.2%	3	22	0.31	-0.35	0.52	-0.081
COc1cccc(CNc2ccc(F)c(Cl)c2)c1	1.4	1.8	7.0	-2.1%	-0.28	852	2	790	-3.9	1174	i	36	-4.1%	15	23	0.51	-0.17	0.48	0.4

Among those listed so far, these contain a COOH group.
SMILES	MT stabilize HCS	MT stabilize HCS Hoechst-high %	MT stabilize HCS cytotoxicity %	ER stress rescue	Insulin prom up	Insulin prom up cell count	Hep lipid drop	Hep lipid drop cells 6.5 µM	b-catenin transl	b-catenin transl cell count 5 µM	Autophagy mod	Autophagy mod cell loss 18 h	XIAP displacement	WT yeast gro inh	WT yeast gro inh mutant strain	Dynein cargo inh	Dynein cargo inh cytoplasmic EGFP	Dynein cargo inh nuclear GR-EGFP	Dynein cargo inh cell count
CC(C(=O)O)N1C(=O)/C(=C/C=C/c2ccco2)SC1=S (stereo not drawn)	1.8	1.0	0.5	-0.9%	-0.53	1613	nt	nt	-1.3	1322	i	26	-4.8%	-5	-9	0.56	-0.041	0.54	-0.98
Cn1c(=O)c2cc(S(=O)(=O)Nc3cc(C(=O)O)cc(C(=O)O)c3)ccc2n(C)c1=O	3.6	2.6	7.8	-6.7%	0.53	1232	-10	670	-0.6	1130	i	-47	-7.7%	-2	9	-0.51	-0.3	-0.25	0.65

Screening results as filed in PubChem BioAssay.
